MrgX1 antagonist – antagonists of human MrgX1 receptor, primary screen, HEK293 cells, Fluo-4 calcium flux. Mas-related G-protein coupled receptor member X1 (Homo sapiens), Q96LB2. BAM8-22 antagonism; hits give low values. B-score at 10 µM. 1.3% of 310,000 active. AID 588676, 2011;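 active = calcium-response B-score plate-corrected more than 3 library SD below zero, starting fluorescence within 5 deviations, no agonist response on first addition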;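 note: peak minus trough fluorescence over baseline after final BAM8-22 challenge near maximal dose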
SKKanGAS inh – S. pyogenes SKKanGAS growth inhibitors in kanamycin, primary screen, streptokinase expression inhibitor project, SKKanGAS strain, BacTiter-Glo luminescence. 1.3% of 300,000 active. 6 h. inhibition, % at 7.5 µM;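 active = mean replicate score, as percent of positive control median, at least 50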;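 note: strain carries kanamycin resistance gene driven by streptokinase promoter and grows in 40 µg/ml kanamycin; loss of luminescence reflects streptokinase promoter inhibition or plain growth inhibition; 0% = median of DMSO wells and 100% = positive control at its reference dose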
TRPC4 PAM – positive allosteric modulators of TRPC4, primary screen, cell-based, mouse TRPC4beta, HEK293 mu-opioid, Fluo-4 calcium. B-score at 10 µM. AID 2227, 2009. 0.42% of 310,000 active. Short transient receptor potential channel 4 (Mus musculus), Q9QUQ5. DAMGO EC20, Fluo-4 Ca2+ flux; hits give high values;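 active = B-score of calcium response area above 5 SD of library B-scores, with initial fluorescence ratio within 5 SD of library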;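 note: B-score of integrated fluorescence ratio over time as area under calcium response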
TRPC4 act – activators of mouse TRPC4 channel, primary screen, Fluo4 calcium, HEK293 TRPC4beta/mu-opioid cells; Fluo4 calcium fluorescence; hits give high values; Short transient receptor potential channel 4 (Mus musculus), Q9QUQ5; 0.49% of 310,000 active; B-score at 10 µM; AID 2237, 2010;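 active = B-score above 5 SD of library B-scores, and initial fluorescence ratio not above library mean plus 5 SD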;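 note: positive B-score marks a calcium rise read as TRPC4 activation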
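Technique: kinetic Fluo4 calcium fluorescence; Test system: TRPC4beta and mu-opioid receptor HEK293 stable cells; Measure: B-scored integrated calcium fluorescence ratio; Benchmarks: low control buffer alone, high control maximal DAMGO; Schedule: 45 min room-temperature Fluo4 loading, 110 s read.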
MrgX1 ag – agonists of human MrgX1 receptor, primary screen, HEK293 cells, Fluo-4 calcium flux; Mas-related G-protein coupled receptor member X1 (Homo sapiens), Q96LB2; Fluo-4 calcium fluorescence, agonist mode; hits give high values; B-score at 10 µM; 0.44% of 310,000 active; AID 588627, 2011;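 active = calcium response B-score plate-corrected fluorescence ratio at least 3 library SD, with starting fluorescence B-score inside 5 SD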
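System – MrgX1-expressing HEK293 cells · Incubation – cells plated overnight, dye loaded 0.5 h 37 °C, 0.5 h room temperature · Technique – kinetic Fluo-4 NW fluorescence of intracellular calcium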
TMEM16A act – TMEM16A chloride channel activators or potentiators, primary screen, cell-based, HTS. B-score at 10 µM. Anoctamin-1 (Mus musculus), Q8BHY3. HEK293 TMEM16A/YFP-H148Q/I152L, iodide quench fluorescence; hits give low values. AID 623877, 2012. 0.3% of 340,000 active;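 active = fluorescence-ratio B-score plate-corrected deviation score at least 3 library SD below zero, with starting fluorescence score within 5 deviations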;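 note: channel opened by trigger with iodide after compound preincubation; score built on the fluorescence ratio of max minus min over baseline; more negative score means more quench and so TMEM16A activation or potentiation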
ANO1 block – TMEM16A chloride channel inhibitors, primary screen, cell-based, HTS | 1.2% of 310,000 active | normalized B-score (activity score, 25-100; higher = stronger inhibition) at 10 µM | HEK293 TMEM16A/YFP iodide influx fluorescence, ionomycin;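 active = ratio plate-corrected score three or more library SD toward inhibition, starting fluorescence score within five deviations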;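 note: score derived from kinetic fluorescence span divided by baseline fluorescence per well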
TRPC6 inh – mouse TRPC6 channel inhibitors, primary screen, cell-based, HEK293, membrane potential dye; ACh-evoked depolarization; hits give low values; 1.1% of 310,000 active; Short transient receptor potential channel 6 (Mus musculus), Q61143; B-score at 10 µM;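 active = B-score under library mean minus 3 SD, initial fluorescence not abnormally high, positive integrated signal ratio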;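 note: B-score derived from integrated fluorescence ratio over the kinetic read; more negative B-score means stronger inhibition of depolarization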
Target sequence (Q61143 whole entry, looked up): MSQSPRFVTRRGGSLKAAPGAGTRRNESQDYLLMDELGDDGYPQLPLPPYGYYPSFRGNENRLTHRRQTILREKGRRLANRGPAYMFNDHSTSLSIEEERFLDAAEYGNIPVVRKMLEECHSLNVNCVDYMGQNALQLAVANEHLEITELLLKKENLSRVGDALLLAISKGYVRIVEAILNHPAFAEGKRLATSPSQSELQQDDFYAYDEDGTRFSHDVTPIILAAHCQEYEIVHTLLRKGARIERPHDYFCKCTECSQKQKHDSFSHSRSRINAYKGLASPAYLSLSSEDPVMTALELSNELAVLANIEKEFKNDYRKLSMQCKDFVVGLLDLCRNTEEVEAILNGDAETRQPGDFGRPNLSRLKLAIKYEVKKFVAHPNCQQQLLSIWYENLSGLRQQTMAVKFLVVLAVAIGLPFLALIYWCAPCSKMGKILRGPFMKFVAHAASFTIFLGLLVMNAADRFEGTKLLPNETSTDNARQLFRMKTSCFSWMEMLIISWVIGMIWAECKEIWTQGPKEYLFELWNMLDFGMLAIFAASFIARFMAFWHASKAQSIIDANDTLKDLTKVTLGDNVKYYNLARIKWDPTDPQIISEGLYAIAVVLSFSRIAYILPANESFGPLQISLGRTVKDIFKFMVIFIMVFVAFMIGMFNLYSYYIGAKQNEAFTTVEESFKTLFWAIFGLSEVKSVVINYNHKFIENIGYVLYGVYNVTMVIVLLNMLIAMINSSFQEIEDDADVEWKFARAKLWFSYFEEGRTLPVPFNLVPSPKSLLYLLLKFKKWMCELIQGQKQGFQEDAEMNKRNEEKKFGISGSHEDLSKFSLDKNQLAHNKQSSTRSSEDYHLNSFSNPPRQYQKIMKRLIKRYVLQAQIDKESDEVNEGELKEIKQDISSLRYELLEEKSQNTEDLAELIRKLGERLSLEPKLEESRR
TRPC4 inh – inhibitors of mouse TRPC4 channel, primary screen, Fluo4 calcium, HEK293 TRPC4beta/mu-opioid cells | 0.39% of 300,000 active | Short transient receptor potential channel 4 (Mus musculus), Q9QUQ5 | B-score at 10 µM | DAMGO-evoked Fluo4 calcium flux; hits give low values;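 active = B-score over 3 SD under the library average, no early fluorescence shift, positive overall ratio signal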
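Material: HEK293 cells with stable TRPC4beta plus mu-opioid receptor expression / Probe or stimulus: DAMGO in two steps, submaximal then maximal / Compound: single concentration per test compound / Technique: kinetic Fluo4 fluorescence imaging of calcium influx / Read-out: per-well B score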
TRPC6 activator – mouse TRPC6 channel activators, primary screen, cell-based, HEK293, membrane potential dye. Short transient receptor potential channel 6 (Mus musculus), Q61143. HEK293-TRPC6 membrane potential dye fluorescence; hits give high values. B-score at 10 µM. 0.13% of 310,000 active. AID 2550, 2010;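 active = B-score of the integrated fluorescence ratio above library mean plus 3 SD, and starting fluorescence ratio within library mean plus 5 SD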;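 note: higher score means more depolarization so channel activation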
MrgX1 PAM – positive allosteric modulators of MrgX1, primary screen, HEK293 cells, Fluo-4 calcium flux. B-score at 10 µM. 0.63% of 310,000 active. FDSS; hits give high values. Mas-related G-protein coupled receptor member X1 (Homo sapiens), Q96LB2;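 active = plate-corrected calcium response at least 3 library SD above typical, normal starting fluorescence, not activating the receptor alone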;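 note: compound read alongside a low EC10 to EC30 dose of BAM8-22 agonist; peak minus trough fluorescence over baseline measured at the second addition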
Active calls of the source: *; i = inactive; · = not tested or not shown; & = joins results of further samples. Not a hit list; 6.7% or so of the library scored in one or more.

Values run as follows: MrgX1 ag, ANO1 block, TMEM16A act, SKKanGAS inh, TRPC4 PAM, TRPC4 inh, TRPC6 inh, MrgX1 antagonist, TRPC4 act, TRPC6 activator, MrgX1 PAM
COc1ccc(OCC(O)CNS(=O)(=O)c2ccc(C)cc2)cc1 (centres undefined)
 : i, i, i, -2.1, i, i, i, i, i, i, i
COc1cccc(CNC(=O)CCc2nc3cc(S(=O)(=O)N4CCOCC4)ccc3n2C)c1
 : i, i, i, -8.6, i, i, i, i, i, i, i
CCOC(=O)C1CCCN(Cc2cccs2)C1 (centres undefined)
 : i, i, i, -2.5, i, i, i, i, i, i, i
CCCc1nnc(SCC(=O)N2CCCCC2C)n1CC1CCCO1 (centres undefined)
 : i, 25*, i, 0.0, i, i, i, i, i, i, i
COc1ccc(S(=O)(=O)N(CCc2ccccc2)CC(=O)NCCCO)cc1
 : i, i, i, -7.0, i, i, i, i, i, i, i
COc1ccc(OCC#CCNC(C)(C)C)cc1
 : i, i, i, -1.7, i, i, i, i, i, i, i
O=C(Oc1ccc2c(=O)c(Oc3ccc4ccccc4c3)coc2c1)c1cccnc1
 : i, i, i, 8.5, i, i, i, i, i, i, i
Cc1ccc(C)c(Cn2c(CO)nc3ccccc32)c1
 : i, i, i, 4.5, i, i, i, i, i, i, i
Cc1ccc(C)n1NC(=O)c1ccc(Cl)cc1Cl
 : i, i, i, 8.1, i, i, i, i, i, i, i
Cc1nc2c(c(C)nn2-c2ccccc2)c(C)c1CCC(=O)Nc1ccc(CN2CCCC2)cc1
 : i, i, i, 3.8, i, i, i, i, i, i, 12*
Cc1ccc(S(=O)(=O)NCC(=O)OCC(=O)N(C)C2CCS(=O)(=O)C2)cc1 (centres undefined)
 : i, i, i, -2.4, i, i, i, i, i, i, i
O=C(Nc1ccnn1C1CCN(CCCC2CCCC2)CC1)c1ccccc1Cl
 : i, i, i, 0.7, i, -8*, i, i, i, i, i
O=C(NCCC1=CCCCC1)C(c1ccccc1)c1ccccc1
 : i, i, i, 21.1, i, i, i, i, i, i, i
Cn1nnc(-c2ccc(OCc3ccccc3F)cc2)n1
 : i, i, i, 52.6*, i, i, i, i, i, i, i
O=C1CCC(=O)N(O)CCCCCNC(=O)CCC(=O)N(O)CCCCNC(=O)CCC(=O)N(O)CCCCCN1
 : i, i, i, 7.2, i, i, i, i, i, i, i
CCC(C)(C(=O)Nc1ccc2c(c1)OCCO2)N(C(C)=O)c1ccc(C(N)=O)cc1 (centres undefined)
 : i, i, i, 2.1, i, i, i, i, i, i, i
O=C(N/N=C/c1ccccc1F)c1cccc(NC(=O)c2ccccc2Cl)c1
 : i, i, i, 20.1, i, i, i, i, i, i, 8.44*
CCn1c(=O)c2ccccc2n2c(SCC(N)=O)nnc12
 : i, i, i, -6.7, i, i, i, i, i, i, i
CCC1C(=O)Nc2ccccc2N1C(=O)COc1ccccc1 (centres undefined)
 : i, i, i, -2.1, i, i, i, i, i, i, i
Cc1[nH]c2c(Cl)cccc2c(=O)c1CN1CCCC1
 : i, i, i, -0.7, i, i, i, i, i, i, i
COC(=O)c1cc(OC)c(OC)cc1NC(=O)C(C)Sc1ccc(C)cc1 (centres undefined)
 : i, i, i, -1.2, i, i, i, i, i, i, i
Cc1ccccc1C(=O)Nc1ccccc1-c1nnn(CC(=O)Nc2ccc3c(c2)OCCO3)n1
 : i, i, i, 28.2, i, i, i, i, i, i, i
COc1cc2[nH]c(=O)n(CCCCCC(=O)N3CC=C(c4ccccc4)CC3)c(=O)c2cc1OC
 : i, i, i, 15.0, i, i, i, i, i, i, i
CCC1(CC)N=C(c2ccccc2)C(=S)N1
 : i, i, i, -5.8, i, i, i, i, i, i, i
Cc1ccc(C(=O)NC(=S)NNS(=O)(=O)c2ccc(C)cc2)cc1
 : i, i, i, 8.7, i, i, i, i, i, i, i
COc1ccc(C(=O)Nc2nc(-c3ccc(S(=O)(=O)N4CCOCC4)cc3)cs2)cc1
 : i, i, i, -3.6, i, i, i, i, i, i, i
Cc1ccc(OCCNS(=O)(=O)c2ccc(N3CCCC3=O)cc2)cc1
 : i, i, i, ·, i, i, i, i, i, i, i
NNC(=O)C(Cc1cnc[nH]1)NC(=O)OCc1ccccc1 (centres undefined)
 : i, i, i, -3.5, i, i, i, i, i, i, i
CCOC(=O)C(C)Sc1nnc(NC(=O)c2ccc3c(c2)OCO3)s1 (centres undefined)
 : i, i, i, -3.7, i, i, i, i, i, i, i
CC(=O)Nc1ccc(-c2csc(NC=C3C(=O)OC(C)(C)OC3=O)n2)cc1
 : i, i, i, 1.6, i, i, i, i, i, i, i
O=C(OCCN=C1NS(=O)(=O)c2ccccc21)c1cccs1
 : i, i, i, 5.7, i, i, i, i, i, i, i
NC(=O)COc1ccc2oc(=O)cc(-c3cc4ccccc4o3)c2c1
 : i, i, i, -0.1, i, i, i, i, i, i, i
Nc1nnc(CSCc2cccc(Br)c2)s1
 : i, i, i, -1.7, i, i, i, i, i, i, i
CCOC(=O)COc1ccccc1/C=N/O
 : i, i, i, -4.1, i, i, i, i, i, i, i
Cc1ccc(S(=O)(=O)CCC(=O)Nc2ccc(Br)cc2)cc1
 : i, i, i, -1.3, i, i, i, i, i, i, i
Cc1nn(C(=O)c2ccc3c(c2)OCO3)c(N)c1-c1ccccc1
 : i, 100*, i, -4.7, i, i, i, i, i, i, i
COc1ccccc1NS(=O)(=O)c1ccc2ccccc2c1
 : i, i, i, -4.1, i, i, i, i, i, i, i
CC(=O)c1nnn(-c2cccc([N+](=O)[O-])c2)c1C
 : i, i, i, 6.5, i, i, i, i, i, i, i
CC(C)CNC(=S)N1CCN(Cc2ccc3c(c2)OCO3)CC1
 : i, i, i, -0.7, i, i, i, i, i, i, i
Cc1cc(C)nc(Sc2ccc3nnnn3n2)n1
 : i, i, i, -0.6, i, i, i, i, i, i, i
CNC(=S)N(Cc1ccc(OC)cc1)Cc1cc2cccc(C)c2[nH]c1=O
 : i, i, i, -21.1, i, i, i, i, i, i, i
Cc1cc(C)c2nc(N3CCCC(C(=O)NC4CCCC4)C3)sc2c1 (centres undefined)
 : i, i, i, -1.2, i, i, i, i, i, i, i
CCN(CC)C(=O)CSc1nc(O)cc(=O)n1C
 : i, i, i, 6.4, i, i, i, i, i, i, i
O=C(CN1C(=O)CC(c2ccccc2)=Nc2ccccc21)NC1CCCCC1
 : i, i, i, -4.8, i, i, i, i, i, i, i
Cc1ccccc1-c1nc2ccccc2c(=O)n1C1CCS(=O)(=O)C1 (centres undefined)
 : i, i, i, -4.9, i, i, i, i, i, i, i
COc1ccc(OC)c(C(=O)NC(CC(N)=O)c2ccc(NCCOc3ccccc3)c([N+](=O)[O-])c2)c1 (centres undefined)
 : i, i, i, 4.0, i, i, i, i, i, i, i
CCOc1ccc(NC(=O)N(CCN(C)C)C(C)c2ccncc2)cc1 (centres undefined)
 : i, i, i, -3.8, i, i, i, i, i, i, i
COc1cc(C(C2C(=O)CC(C)(C)CC2=O)C2C(=O)CC(C)(C)CC2=O)ccc1OC(C)=O
 : i, i, i, -3.5, i, i, i, i, i, i, i
COCCCN1C(=O)C(=O)/C(=C(/O)c2ccc3c(c2)OCCO3)C1c1ccc(C(=O)OC)cc1 (centres undefined)
 : i, i, i, -5.9, i, i, i, i, i, i, i
CS/C(=N\S(=O)(=O)c1cccs1)Nc1ccc(Cl)cc1
 : i, i, i, 3.2, i, i, i, i, i, i, i
COC(=O)c1ccc(CSc2ccc3nnc(-c4ccc(OC)cc4)n3n2)o1
 : i, i, ·, -23.2, i, i, i, i, i, i, i
C#C[C@]1(O)CC[C@H]2[C@@H]3CCc4cc(O)ccc4[C@H]3CC[C@@]21C
 : i, i, i, -7.0, i, i, i, i, i, i, i
O=c1cc(N2CCOCC2)c2ccccc2o1
 : i, i, i, -11.1, i, i, i, i, i, i, i
Cc1ccc(NC(=O)CC(=O)c2ccccc2)cc1C
 : i, i, i, 5.9, i, i, i, i, i, i, i
COc1ccc(NC(=O)NNC(=O)COc2ccc([N+](=O)[O-])c(C)c2)cc1OC
 : i, i, i, 1.1, i, i, i, i, i, i, i
O=C(CN1C(=O)c2ccccc2C1=O)Oc1ccc(F)cc1
 : i, i, ·, 2.2, i, i, i, i, i, i, i
CCn1c(COc2ccccc2C)nc2ccccc21
 : i, i, i, 14.3, i, i, i, i, i, i, i
O=C(CSc1nnc(-c2ccccc2F)n1C1CC1)Nc1ccc2[nH]c(=O)[nH]c2c1
 : i, i, i, -6.7, i, i, i, i, i, i, i
Clc1ccc(CN2CCCCCCC2)cc1
 : i, i, i, 3.0, i, i, i, i, i, i, i
COC(=O)c1cc2oc3ccccc3c2n1Cc1ccccn1
 : i, i, i, -2.3, i, i, i, i, i, i, i

Additional entries
Values run as follows: MrgX1 ag, ANO1 block, TMEM16A act, SKKanGAS inh, TRPC4 PAM, TRPC4 inh, TRPC6 inh, MrgX1 antagonist, TRPC4 act, TRPC6 activator, MrgX1 PAM
Oc1c(C=C2N=c3ccccc3=N2)sc(=S)n1C1CCCCC1
 : i, i, i, -4.4&-10.8, i, i, i, i, i, i, i
Cc1cccc(Nc2nc3c(s2)CCCC3)c1
 : i, i, i, 5.8, i, i, i, i, i, i, i
O=C(CCCN=C1NS(=O)(=O)c2ccccc21)OCC(=O)c1ccc(F)cc1
 : i, i, i, -5.9, i, i, i, i, 48*, i, i
COC(=O)C1(C)CCc2cc(OC)ccc2C1=O (centres undefined)
 : i, i, i, -9.1, i, i, i, i, i, i, i

Screening results as filed in PubChem.
